GLP1R ag: agonists of human GLP-1 receptor; P43220; HEK293 GLP-1R CRE-luciferase, luminescence, 4-6 h; cells express a hypersensitive GLP-1R form; Potency, µM (top dose mostly 45.6 µM), inactives show at the highest dose activation, most hits filed as activators; hit rate 0.007% among 380,000; AID 624172; note: potency is the fitted concentration of half-maximal effect; % of control where 0% means no effect
aSyn rescue: rescues yeast growth from alpha-synuclein toxicity | Yeast expressing alpha-synuclein, growth rescue, BacTiter-Glo, 24 h | Potency, µM (highest dose often 46.1 µM), for the others: at the highest dose growth rescue (activation), actives largely listed as activators | hit rate 0.14% among 370,000 | AID 652106; note: potency is the fitted concentration of half-maximal effect; % of control where 0% means no effect; nearly all actives have a fitted effect of over 65% in size
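Readout is rescue of growth in alpha-synuclein-expressing yeast, so inhibitors of toxicity appear as activators. Growth after 24 hr at 30 deg C in galactose medium is quantified by luminescence.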
Akt phos inh: Akt phosphorylation inhibition. Neuro2A IGF-stimulated pAkt S473 HTRF, 20 min; stronger effect = lower value. hit rate 0.32% among 360,000. activity change, % for hits at 50 µM; in the data active = activity change below about -80%; inconclusive = mostly about -51% to -80%; note: % is set by controls: 0 for no effect and ±100 for the full control effect
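Neuro2A cells (4,500/well, DMEM with 0.5% FBS) were treated with compound at a single 50 µM final concentration, stimulated with 6 nM IGF for 20 min at 37 °C, and lysed. Phospho-Akt Ser473 was read by HTRF as 665/615 ratio ×10^4.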
Abeta yeast res: restores growth of yeast expressing A-beta42 peptide. hit rate 0.063% among 410,000. yeast expressing A-beta42, growth rescue, OD600, 48 h; response scale: 0% DMSO, 100% iron-clioquinol control. Potency, µM (series often up to 46.1 µM), for the others: at the highest dose growth rescue, usual class: activators. AID 1347071; note: potency is the fitted concentration of half-maximal effect; nearly all actives have a fitted effect of over 55% in size
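Growth rescue measured by 600 nm absorbance after 48 h yeast culture at 30 C with compound. Values normalized between DMSO and an equimolar ferric chloride plus clioquinol control.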
GLP-1R inv ag: GLP-1 receptor (human) inverse agonism; P43220; HEK293 GLP-1R CRE-luciferase, luminescence, 24 h; GLP-1R form is constitutively active; Potency, µM (series often up to 38.3 µM), for the others: top-dose activity change, negative = inhibition, actives largely listed as inhibitors; hit rate 1.6% among 410,000; AID 624417; note: potency is the fitted concentration of half-maximal effect; % is set by controls: 0 for no effect and ±100 for the full control effect; nearly all actives have a fitted effect of over 55% in size
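Cells are plated, allowed 12 hours at 37 deg C, then treated with compounds for 24 hr before luciferase detection reagent is added and luminescence is read after 12 min at room temperature. The HEK293 line carries constitutively active GLP-1R with a cAMP-responsive reporter.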
FUS yeast rescue: rescues growth of FUS-expressing yeast. S. cerevisiae FUS-expressing, growth rescue, OD600, 24 h. Potency, µM (series often up to 76.6 µM), inactives show at the top dose growth rescue (activation), most hits filed as activators. hit rate 0.24% among 390,000. AID 1347120;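 note: potency is the fitted concentration of half-maximal effect; plate controls were DMSO vehicle for no effect and reference control for full effect; nearly all actives have a fitted effect of over 55% in size; some results filed as inactive show a strong effect at the top dose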
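S. cerevisiae expressing FUS from galactose induction served as the toxicity model. Growth after 24hr at 30C, read as absorbance at 600 nm, indicates suppression of toxicity; compounds dosed at several concentrations.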
PTHR1 ag: PTHR1 (human) receptor agonism; HEK293 GP2 PTHR1 cells, GloSensor cAMP luminescence, 1 h; Potency, µM (series often up to 115 µM), for the others: at the top dose activation, actives largely listed as activators; hit rate 0.075% among 410,000; AID 743266; Q03431; note: potency is the fitted concentration of half-maximal effect; nearly all actives have a fitted effect of over 55% in size; some results filed as inactive show a strong effect at the top dose; inactives centre near -15; many of its hits are not listed in these tables
Target sequence (Q03431 whole entry, looked up): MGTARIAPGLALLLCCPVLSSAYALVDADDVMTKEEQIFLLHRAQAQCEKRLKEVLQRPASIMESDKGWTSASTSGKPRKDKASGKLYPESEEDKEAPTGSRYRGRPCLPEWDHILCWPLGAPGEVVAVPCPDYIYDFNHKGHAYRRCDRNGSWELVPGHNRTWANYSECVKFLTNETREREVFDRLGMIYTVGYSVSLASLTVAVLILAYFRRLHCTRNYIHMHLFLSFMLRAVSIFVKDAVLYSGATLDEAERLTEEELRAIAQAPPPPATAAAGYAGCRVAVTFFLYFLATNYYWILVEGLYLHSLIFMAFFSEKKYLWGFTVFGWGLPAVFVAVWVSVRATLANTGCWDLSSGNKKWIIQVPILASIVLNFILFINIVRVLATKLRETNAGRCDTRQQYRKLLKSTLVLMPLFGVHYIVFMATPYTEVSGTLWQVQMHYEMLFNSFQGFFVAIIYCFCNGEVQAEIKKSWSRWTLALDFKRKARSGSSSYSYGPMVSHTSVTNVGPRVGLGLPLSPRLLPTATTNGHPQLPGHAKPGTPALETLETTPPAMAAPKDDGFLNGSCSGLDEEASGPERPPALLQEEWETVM
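HEK-293-derived GP2 cells expressing PTHR1 and a GloSensor cAMP reporter, 3,000/well, plated overnight, given luciferin plus IBMX (each 0.5 mM as added) for 1 h at 37 °C, then compound for 1 h at 37 °C. Luminescence was read after 15 min at room temperature.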
TDP-43 yeast inh: inhibitors of TDP-43 toxicity in yeast; AID 652104; Potency, µM (top dose mostly 46.1 µM), for the others: at the top dose growth rescue (activation), actives largely listed as activators; TDP-43 expressing yeast growth rescue, BacTiter-Glo, 24 h; hit rate 1.8% among 410,000; note: potency is the fitted concentration of half-maximal effect; % of control where 0% means no effect; nearly all actives have a fitted effect of over 50% in size
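Luminescence from BacTiter-Glo reports growth of TDP-43-expressing yeast after 24 hr at 30 deg C with compound. Cells were raffinose-pregrown to mid-log, then seeded in galactose medium at OD600=0.02.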
D3 antag: blocks the human D3 dopamine receptor; D3R cells, DiscoveRx beta-arrestin luminescence, antagonist mode; stronger effect = lower value; max response, negative = inhibition, %; hit rate 2.5% among 360,000; AID 652054; in the data active = max response below about -50%; inconclusive = no clear call, values can overlap the other calls; note: % is set by controls: 0 for no effect and ±100 for the full control effect; mostly tested at two doses, the higher about 12 µM
Target sequence (P35462 whole entry, looked up): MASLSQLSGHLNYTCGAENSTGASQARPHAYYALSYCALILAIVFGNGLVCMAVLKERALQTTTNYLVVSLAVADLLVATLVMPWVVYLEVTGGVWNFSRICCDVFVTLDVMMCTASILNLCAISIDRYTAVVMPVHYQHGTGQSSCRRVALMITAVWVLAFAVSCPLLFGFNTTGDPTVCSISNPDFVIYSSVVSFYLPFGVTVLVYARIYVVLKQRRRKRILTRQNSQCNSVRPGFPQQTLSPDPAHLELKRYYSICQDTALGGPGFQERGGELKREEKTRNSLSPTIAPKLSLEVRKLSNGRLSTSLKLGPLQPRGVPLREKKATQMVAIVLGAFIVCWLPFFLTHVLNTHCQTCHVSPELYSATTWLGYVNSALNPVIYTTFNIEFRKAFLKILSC
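Cells plated overnight at 1500 cells/well, then exposed to library compounds with dopamine controls for 90 minutes at 37 degrees C. DiscoveRx reagent added for 30–60 minutes at room temperature; luminescence read, quantitative HTS format.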
* hit, by the source's call; i = inactive; ? = inconclusive; . = no result given; [ ] = remark or other dose. Unless noted, calls come from the whole dose curve; as a rule, active = well fitted curve in the direction sought with a large enough effect; inconclusive = small, poorly fitted or top-dose-only effect, or another doubt; inactive = no such curve, though single readings can be large; an effect the other way counts as inactive or inconclusive. Not all compounds are listed; count on the stated rates, not on these rows.

canonical_smiles,GLP1R ag,aSyn rescue,Akt phos inh,Abeta yeast res,GLP-1R inv ag,FUS yeast rescue,PTHR1 ag,TDP-43 yeast inh,D3 antag
Cc1ccccc1OCC1CNC(=O)O1 (configuration not stated),-5%,-7%,i,8%,1%,-12%,i,5%,-4
O=C(COC(=O)c1cccc(Cl)c1Cl)NC1CCCCCC1,-1%,-6%,i,8%,-2%,-8%,i,6%,-14
CCCn1nnc(NC(=O)c2ccccc2Br)n1,0%,0%,i,4%,1%,-16%,-6%[57.5 µM],-12%,8
Cc1ccc(-c2ccc(/C=N/NC(=O)CN3CCOCC3)o2)cc1[N+](=O)[O-],12%,3%,i,26%,-28%,12%,i,-8%[0.397 µM],7
Cc1ccc(S(=O)(=O)c2cn(Cc3cccc(F)c3)c3cc(N4CCCC4)c(F)cc3c2=O)cc1,.,.,.,1%,13%,-7%,20%,7%,.
COc1ccc(C2/C=C\CN(C(=O)c3ccccc3)CC(=O)N2Cc2ccc(F)cc2)cc1 (configuration not stated),4%,3%,i,-1%,-5%,9%,-19%,?,38
O=C(Nc1cccc(-c2nc3ncccc3o2)c1)c1ccc(-c2cccc(Cl)c2Cl)o1,.,.,.,2%,4%,7%,-30%[inhibitor],4%,.
Cc1ccc(C)c(OCCCN2CCc3ccccc3C2)c1,-2%,8%,i,13%,?,1%,-18%,10%,-89*
COc1ccc(NC(=O)c2ccco2)cc1NC(=O)C(C)Oc1ccc(Cl)cc1Cl (configuration not stated),1%,.,.,-13%,-13%,4%,-20%,-15%,.
CCOc1cc(/C=C(\C#N)c2nc3ccccc3[nH]2)ccc1OC(C)C(=O)O (configuration not stated),-6%,-4%,i,-14%,0%,5%,-8%,5%,-18
CN(C)c1ccc(C(=O)Nc2cccc(-c3nc4cccnc4s3)c2)cc1,.,.,.,2%,2%,-7%,-36%[inhibitor],2%,.
O=c1oc2c(CN3CCCCC3)c(O)ccc2cc1-c1nc2ccccc2[nH]1,-11%,-1%,i,4%,-6%,11%,i,-21%,9
CCN(CC)S(=O)(=O)c1ccc2c(c1)c(=O)c(C(=O)N1CCN(c3ccccn3)CC1)cn2C,3%,1%,i,-5%,-1%,-10%,i,-7%,-19
Cc1cccc(C)c1OCc1cc(C(=O)NCC2CCCCC2)no1,4%,-1%,i,10%,6%,-20%,i,7%,2
COc1ccc2cc(-c3nc(-c4ccc(N(C)C)cc4)no3)c(=O)oc2c1,.,.,.,-8%,0%,-24%,-7%,22%,.
CCn1cc(/C=C(\NC(=O)c2ccccc2Cl)C(=O)N2CCOCC2)c2ccccc21,-1%,0%,i,-3%,-14%,9%,i,-5%,-6
CCc1noc(C)c1C(=O)NNC(=O)c1cc(OC)c(OC)c(OC)c1,4%,4%,i,-9%,-2%,-6%,i,-14%,7
COc1ccccc1CNC(=O)C1CCCN(c2nnc(-n3c(C)ccc3C)s2)C1 (configuration not stated),.,.,.,-9%,-2%,37%,i,3%,.
CCOCCCN1C(=O)C2C(C(=O)Nc3ccc(OCC)cc3)C3C=CC2(O3)C1C(=O)NC1CCCCC1 (configuration not stated),-3%,-5%,i,-5%,-28%,9%,-13%,-13%,0
Cc1c(C(=O)O)cccc1N1C(=O)Nc2ccccc2N1O,-10%,2%,i,13%,-1%,.,i,18%,1
Cc1cccc(NC(=O)Cn2c(=O)n(CCC(=O)NC3CCCC3)c(=O)c3ccccc32)c1,2%,-6%,i,2%,8%,-36%,i,10%,3
OCCC1CN(Cc2cccc3nccnc23)CCN1C1CCCC1 (configuration not stated),3%,0%,i,10%,7%,-13%,i,0%,3
O=C(COC(=O)Cc1ccc(-c2ccccc2)cc1)NCc1ccc(F)cc1,8%,2%,i,3%,-30%,22%,i,13%,0
CCOc1cc(N2CCOCC2)c(OCC)cc1NC(=O)c1cnccn1,3%,5%,i,-14%,11%,10%,i,0%,-14
CCOC(=O)/C(C#N)=C/c1cn(CCOc2ccccc2)c2ccccc12,22%,5%,i,8%,?,-4%,i,?,9

The list continues.
Labels used below – A = GLP1R ag; B = aSyn rescue; C = Akt phos inh; D = Abeta yeast res; E = GLP-1R inv ag; F = FUS yeast rescue; G = PTHR1 ag; H = TDP-43 yeast inh; I = D3 antag
> COC(=O)Nc1ccc2c(c1)N(C(=O)CCCl)c1ccccc1S2
  A = 12% | B = -25% | C = i | D = -29% | E = -10% | F = 20% | G = i | H = ? | I = 17
> CCS(=O)(=O)c1ccc(O)c(NC(=O)c2cc(OC)c(OC)c(OC)c2)c1
  A = -1% | B = -11% | C = i | D = -1% | E = 8% | F = -6% | G = i | H = -23% | I = -23
> COC(=O)c1c(C)[nH]c(C(C)=O)c1C
  A = 4% | B = 6% | C = i | D = 11% | E = 25% | F = 0% | G = ? | H = 5% | I = 10
> CCOc1ccc(Br)cc1C1C(C(=O)OC)=C(C)NC2=C1C(=O)c1ccccc12 (configuration not stated)
  A = . | B = . | C = . | D = -8% | E = 8% | F = -15% | G = -3% | H = 11% | I = .
> O=C(N/N=C/c1c[nH]c2ccc(Br)cc12)c1ccc2c(c1)OCO2
  A = 3% | B = 2% | C = i | D = 26% | E = -19%[7.66 µM] | F = 18% | G = -19% | H = ? | I = 12
> Cc1nnc(NC(=O)CSc2nnc(Cc3ccccc3)n2-c2ccccc2)s1
  A = 2% | B = 0% | C = i | D = 2% | E = 20% | F = 5% | G = ? | H = -21% | I = 0
> COc1cccc(CNC(=O)Cc2csc(NC(=O)Nc3ccccc3OC)n2)c1
  A = -4% | B = 1% | C = i | D = 27% | E = ? | F = -8% | G = i | H = 17% | I = 3
> Cc1ccc(-c2nc(C)sc2CC(=O)OCC(=O)Nc2ccc(F)c(Cl)c2)cc1
  A = -3% | B = -6% | C = i | D = ? | E = 5% | F = 28% | G = i | H = 25µM* | I = 0
> COc1ccc2[nH]c3nc(SCC(=O)NC4CC4)nnc3c2c1
  A = 7% | B = -5% | C = i | D = -18% | E = 23% | F = -4% | G = -34%[inhibitor] | H = -25% | I = -8
> CCOC(=O)CCc1c(C)n(CC)c2cc(-c3ccccc3OC)nn2c1=O
  A = 4% | B = 0% | C = i | D = -9% | E = -25% | F = 2% | G = i | H = -1% | I = 0
> CC12CCC(C1)C(C)(C)C2NS(=O)(=O)c1ccc(F)cc1 (configuration not stated)
  A = 23% | B = 4% | C = i | D = -43%[inhibitor] | E = ? | F = 3% | G = -20% | H = 2% | I = 24
> O=C(NCc1ccco1)/C(=C/c1ccc(Br)cc1)NC(=O)c1ccco1
  A = -1% | B = 1% | C = i | D = 4% | E = 50%[activator] | F = 22% | G = i | H = 8% | I = 10
> O=C1NCCN(CC2CCN(CCC3CCCC3)CC2)C1=O
  A = 2% | B = -6% | C = i | D = 0% | E = 7% | F = -18% | G = -4% | H = -2% | I = -9
> CN(C)C(=O)CSc1nnc(-c2ccc(F)cc2)c2ccccc12
  A = -9% | B = 1% | C = i | D = . | E = 1% | F = 26% | G = -23% | H = 6% | I = -14
> Cc1ccc(NC(=O)COc2ccccc2C(=O)NCCc2ccccc2)cc1
  A = 27% | B = 6% | C = i | D = -11% | E = ? | F = 4% | G = i | H = 2% | I = 12
> N=c1n(CCO)c2ccccc2n1CCN1CCCCC1
  A = 1% | B = -8% | C = i | D = -3% | E = 20% | F = 4% | G = i | H = 13% | I = -5
> Cn1nc(C(=O)NNC(=O)c2ccccc2Br)c2ccccc2c1=O
  A = 0% | B = -6% | C = i | D = -7% | E = 3% | F = 4% | G = i | H = 10% | I = 6
> CS(=O)(=O)N1N=C(c2cccs2)CC1c1ccccc1F (configuration not stated)
  A = -1% | B = 2% | C = i | D = 13% | E = 15% | F = 6% | G = i | H = 6% | I = 3
> O=C1C=C(c2ccoc2)N2CCC[C@H]2C1
  A = 8% | B = -9% | C = i | D = ? | E = 9% | F = -6% | G = -1% | H = 14% | I = 3
> COc1ccc(N(CC(=O)Nc2cc(OC)ccc2OC)S(=O)(=O)c2c(C)noc2C)cc1
  A = 2% | B = 0% | C = . | D = 0% | E = ? | F = 30% | G = -1% | H = 12% | I = 3
> O=C(CN1C(=O)CSC1=O)Nc1ccc(C(=O)O)cc1
  A = -20% | B = 5% | C = . | D = 12% | E = 33%[activator] | F = -11% | G = i | H = -1% | I = 0

Filtered by structure, the compounds so far containing a furan ring, fused or not.
Labels used below – A = GLP1R ag; B = aSyn rescue; C = Akt phos inh; D = Abeta yeast res; E = GLP-1R inv ag; F = FUS yeast rescue; G = PTHR1 ag; H = TDP-43 yeast inh; I = D3 antag
> Cc1ccc(-c2ccc(/C=N/NC(=O)CN3CCOCC3)o2)cc1[N+](=O)[O-]
  A = 12% | B = 3% | C = i | D = 26% | E = -28% | F = 12% | G = i | H = -8%[0.397 µM] | I = 7
> O=C(Nc1cccc(-c2nc3ncccc3o2)c1)c1ccc(-c2cccc(Cl)c2Cl)o1
  A = . | B = . | C = . | D = 2% | E = 4% | F = 7% | G = -30%[inhibitor] | H = 4% | I = .
> COc1ccc(NC(=O)c2ccco2)cc1NC(=O)C(C)Oc1ccc(Cl)cc1Cl (configuration not stated)
  A = 1% | B = . | C = . | D = -13% | E = -13% | F = 4% | G = -20% | H = -15% | I = .
> O=C(NCc1ccco1)/C(=C/c1ccc(Br)cc1)NC(=O)c1ccco1
  A = -1% | B = 1% | C = i | D = 4% | E = 50%[activator] | F = 22% | G = i | H = 8% | I = 10
> O=C1C=C(c2ccoc2)N2CCC[C@H]2C1
  A = 8% | B = -9% | C = i | D = ? | E = 9% | F = -6% | G = -1% | H = 14% | I = 3

High-throughput results: PubChem BioAssay, National Center for Advancing Translational Sciences (NCATS)
